LMNA splice mod: changes lamin A minigene splicing in HeLa cells. 200,000 compounds, 0.01% hits. AID 1487. Potency, µM (highest dose often 46.1 µM), inactives show top-dose ratio change, negative = inhibition, usual class: inhibitors. HeLa LMNA splicing GFP/RFP minigene ratio, 48 h; active = well fitted inhibition curve with a large enough effect in the signal ratio, with a control signal flat, not every such curve was filed as active; inconclusive = small, poorly fitted or top-dose-only effect, or effect the other way, or a change in a side signal; the % refers to the signal ratio; also: potency is read from the fitted curve at half-maximal effect; % is scaled to controls: 0 for no effect and ±100 for the full control effect
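S3 HeLa cells stably expressing lamin A-EGFP splicing minigene plus DsRed2, 600 cells/well, 48 h compound exposure at 37C. Laser-scanning cytometry; analysed as GFP (500-530 nm)/RFP (575-640 nm) total intensity ratio; 0.5% DMSO vehicle.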
Epigenetic reg: derepresses silenced GFP reporter in murine cells. Potency, µM (doses to about 53.9 µM), for the others: at the highest dose GFP activation, actives largely listed as activators. 280,000 compounds, 0.2% hits. AID 1865. murine LDR cells, GFP reporter derepression, 30 h; also: potency is read from the fitted curve at half-maximal effect; % of control where 0% means no effect; nearly all actives have a fitted effect of over 60% in size
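Murine LDR cells bearing a silenced CMV-driven GFP reporter were exposed to compound for 30 h at 37 C. After PBS washes, GFP-positive cells (20-120 um objects) counted by laser-scanning microplate cytometry.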
CBFb-RUNX1 inh: CBF-beta/RUNX1 interaction disruption | Potency, µM (series often up to 59.8 µM), inactives show at the highest dose activity, negative = inhibition, most hits filed as inhibitors | Q01196+Q13951 | AID 1477 | 230,000 tested, under 10 active | AlphaScreen CBFb-His/RUNX1-biotin binding, biochemical; also: % of control where 0% means no effect
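CBFb-His/RUNX1-biotin, 30 nM each, preincubated 20 min RT; compound 15 min RT; Ni + streptavidin beads 50 ng each, 90 min RT; AlphaScreen read.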
aGal spleen mod: inhibits or activates alpha-galactosidase in human spleen homogenate. P06280. human spleen homogenate, 4MU-alpha-Gal fluorescence, 40 min. Potency, µM (series often up to 80 µM), without a hit: top-dose activity change, negative = inhibition, most hits filed as inhibitors. 240,000 compounds, 0.008% hits;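 also: potency is read from the fitted curve at half-maximal effect; 0% = enzyme with vehicle and -100% = no enzyme basal signal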
Target sequence (P06280 32-429 limits assumed): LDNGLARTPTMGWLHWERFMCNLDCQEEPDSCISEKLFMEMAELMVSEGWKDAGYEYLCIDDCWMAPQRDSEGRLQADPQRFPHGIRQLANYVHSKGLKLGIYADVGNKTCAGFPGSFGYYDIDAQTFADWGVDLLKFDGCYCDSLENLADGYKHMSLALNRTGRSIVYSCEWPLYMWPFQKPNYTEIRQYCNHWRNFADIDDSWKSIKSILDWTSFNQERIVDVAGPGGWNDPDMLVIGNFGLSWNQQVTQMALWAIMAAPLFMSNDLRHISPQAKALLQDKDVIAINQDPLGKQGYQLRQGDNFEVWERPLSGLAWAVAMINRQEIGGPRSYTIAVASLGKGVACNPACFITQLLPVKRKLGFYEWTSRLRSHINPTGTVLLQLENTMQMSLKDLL
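Human spleen homogenate (1 ug) was the enzyme source, with 4-methylumbelliferyl-alpha-D-galactopyranoside (1 mM final) in pH 5.0 citrate buffer with 0.01% Tween-20. Compounds were titrated; after 40 min at 37C, NaOH/glycine stop, 4-MU fluorescence read; AC50 from Hill fits.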
IMPase Li cell: membrane-permeable IMPase blocker, potentiated with lithium; CHO-M1 cells, IP1 TR-FRET (IP-One), carbachol + lithium; Potency, µM (titrated, usually from 59.4 µM), for the others: top-dose activity, negative = IMPase inhibition, usual class: inhibitors; 210,000 compounds, 0.35% hits; AID 1457;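 also: IP1 builds up when IMPase is blocked and the TR-FRET signal falls; potency is read from the fitted curve at half-maximal effect; plate controls were basal vehicle for no effect and high inhibitor control for full effect; nearly all actives have a fitted effect of over 50% in size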
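IP1 accumulation measured by competitive TR-FRET in lysed CHO-M1 cells after 30 min compound exposure at 37C, with a small lithium addition to potentiate weak responses. Hill-equation AC50 from ratio and donor-channel data.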
KinaseGlo FLuc: blocks Kinase-Glo luciferase, a counter-screen artifact; Q27757; Kinase-Glo luciferase, ATP luminescence, 8 min; Potency, µM (doses to about 38.3 µM), inactives show at the top dose activity change, negative = inhibition, most hits filed as inhibitors; 200,000 compounds, 0.28% hits; also: potency is read from the fitted curve at half-maximal effect; % is scaled to controls: 0 for no effect and ±100 for the full control effect; nearly all actives have a fitted effect of over 60% in size
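Luminescence was the read-out, taken after 8-minute incubation at ambient temperature. Luciferase turned over luciferin with 10 uM ATP in imidazole pH 7.2 buffer containing KCl, MgCl2, Tween 20 and BSA.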
NPSR antagonist: antagonists of human neuropeptide S receptor cAMP signaling; 220,000 compounds, 1% hits; CHO-NPSR cells, cAMP TR-FRET, antagonist mode; Potency, µM (highest dose often 38.3 µM), for inactives: at the highest dose activity change, negative = inhibition, usual class: inhibitors; Q6W5P4; AID 1461; also: potency is read from the fitted curve at half-maximal effect; % is scaled to controls: 0 for no effect and ±100 for the full control effect; nearly all actives have a fitted effect of over 50% in size; many of its hits are not listed in these tables
Target sequence (Q6W5P4 whole entry, looked up): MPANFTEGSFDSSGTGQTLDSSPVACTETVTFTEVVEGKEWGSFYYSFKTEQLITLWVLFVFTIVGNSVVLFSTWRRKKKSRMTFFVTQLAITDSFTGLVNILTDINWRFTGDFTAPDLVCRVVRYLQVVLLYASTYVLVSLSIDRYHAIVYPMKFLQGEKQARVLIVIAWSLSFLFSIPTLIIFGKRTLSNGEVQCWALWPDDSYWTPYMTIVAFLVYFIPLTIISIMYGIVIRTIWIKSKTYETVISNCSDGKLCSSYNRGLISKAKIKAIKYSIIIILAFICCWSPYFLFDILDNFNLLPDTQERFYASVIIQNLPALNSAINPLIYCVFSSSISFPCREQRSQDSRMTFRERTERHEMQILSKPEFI
* hit, by the source's call; u = inconclusive; x = no result given; & = joins results of further samples; [ ] = dose if it differs, or a comment. Unless noted, calls follow the shape of the dose curve; as a rule, active = well fitted curve in the direction sought with a large enough effect; inconclusive = small, poorly fitted or top-dose-only effect, or another doubt; inactive = no such curve, though single readings can be large; an effect the other way counts as inactive or inconclusive. This is a subset (hit frequency here may not be typical).

Results follow in this order: LMNA splice mod, Epigenetic reg, CBFb-RUNX1 inh, aGal spleen mod, IMPase Li cell, KinaseGlo FLuc, NPSR antagonist
1	CCOc1ccccc1C(=O)NC(C(=O)Nc1ccccc1N1CCOCC1)C(C)C (configuration not stated)
  u, 1.0%, 4%, 8%, 0%[38.3 µM], -2%, -22%[46.1 µM]
2	COc1ccc(C2=NNC(=Nc3cc(S(=O)(=O)N(C)C)ccc3C)SC2)c(OC)c1
  x, -3.1%, u, -6%, x, x, -17%
3	O=[N+]([O-])c1cc(-c2nnc(N3CCOCC3)c3ccccc23)ccc1N1CCOCC1
  -15%[46 µM], -0.6%, -7%, 1%, 13%, -2%, 8%
4	CN(C)C(=O)c1ccc(-c2cc(C(F)(F)F)n(C)n2)s1
  -8%[46 µM], 2.2%, 21%, -8%, x, x, 14%
5	Cc1cc(C)n(Cc2ccc(C(=O)O)o2)n1
  2%, -1.0%, 3%, 2%, -6%[38.3 µM], -1%, -1%[46.1 µM]
6	O=C(COC(=O)c1cc2ccccc2oc1=O)Nc1cccc(S(=O)(=O)N2CCCCCC2)c1
  -3%, 0.0%, 4%, -1%, -20%, 3%, -7%
7	C(=C\c1ccccc1)/CN1CCN(Cc2nc(Cc3ccccc3)no2)CC1
  u, 2.3%, 0%, 3%, 28%, 1%, 31%
8	C=CC[N+](C)(C)C/C(Cl)=C(\Cl)c1ccccc1
  -4%, 1.4%, 2%, 17%, 23%[38.3 µM], -2%, -8%[46.1 µM]
9	COCCCNC(=S)N/N=C/c1cccc(OC)c1O
  u, 3.2%, -5%, -10%, x, x, -17%
10	CC(=O)Nc1ccc(SCC(=O)OCC(=O)NC(=O)NCc2ccco2)cc1
  -9%, -1.1%, -2%, 4%, -1%[38.3 µM], 0%, -13%[46.1 µM]
11	Cc1occc1C(=O)NNC(=O)Nc1ccc([N+](=O)[O-])cc1
  x, 1.1%, 5%, -7%, -6%, 2%, 27%
12	Cc1[nH]n(-c2cccc3ccccc23)c(=O)c1/C=N/c1sc2c(c1C#N)CCC2
  -1%, 2.6%, 10%, 9%, 6%[38.3 µM], -2%, 19%[46.1 µM]
13	COc1ccc(-c2ccc(OC)c([C@H]3[C@@H]4C=CCC[C@@]4(C)C(=O)N3Cc3ccccc3)c2)cc1OC
  x, -1.9%, 6%, -2%, x, x, -56%
14	CC1CCN(S(=O)(=O)c2csc(C(=O)Nc3ccccc3)c2)CC1
  -23%, 0.8%, 0%, -2%, 20%[38.3 µM], -1%, -10%[46.1 µM]
15	Brc1ccc(C2=Nn3c(nnc3-c3cccnc3)SC2)s1
  -8%, -0.6%, 1%, 6%, -1%[38.3 µM], -1%, -9%[46.1 µM]
16	Cc1ccc(C(O)C2=CCCC2=O)cc1 (configuration not stated)
  x, 0.0%, 13%, -1%, 7%, 1%, x
17	CCOc1ccccc1OCC(=O)NN1Cc2ccccc2C1=N
  -5%, 0.7%, 5%, 2%, 11%[38.3 µM], -1%, 4%[46.1 µM]
18	COc1ccc(-c2nsc3c(N4CCN(S(=O)(=O)c5ccccc5)CC4)ncnc23)cc1
  1%, 0.8%, 6%, -4%, 5%[38.3 µM], -2%, 9%[46.1 µM]
19	Cc1cccc(NC(=O)NCC(c2ccco2)N2CCCCC2)c1 (configuration not stated)
  -7%[46 µM], -4.5%, -4%, -5%, 22%, 0%, -5%
20	Cc1ccccc1-n1c(SCc2cc(=O)n3ccccc3n2)nc2[nH]ncc2c1=O
  u, 4.1%, 1%, 8%, x, x, -9%[46.1 µM]
21	COc1ccc(-c2nsc3c(N4CCN(C(=O)c5ccco5)CC4)ncnc23)cc1
  u, 0.0%, 5%, 1%, 19%[38.3 µM], 3%, -23%[46.1 µM]
22	O=C(NNC(=O)c1cc(-c2ccco2)nc2ccccc12)c1ccccc1
  x, 1.3%, -4%, 3%, x, x, -23%
23	CC(=O)Oc1cc(C(C)C)c(OCCN(C)C)cc1C
  u, -1.0%, 7%, 6%, -10%&13%&20%, -12%, 12%
24	CC1=CC2C(C(C)C)CCC(C)(O)C2CC1 (configuration not stated)
  2%, 2.9%, x, 12%, -3%, 1%, x
25	O=C(NCc1ccco1)C(=O)NCC1OCCN1S(=O)(=O)c1cc(F)ccc1F (configuration not stated)
  x, -4.3%, -24%, 6%, x, x, 8%
26	Cc1ccc(C)c(N2CCN(C(=O)Nc3ccc4c(c3)N(C)C(=O)CS4)CC2)c1
  x, -0.3%, -4%, 0%, 21%, x, -24%
27	CC(C)c1ccc(C(CC(=O)c2ccc(Cl)cc2)C(=O)O)cc1 (configuration not stated)
  -3%, 2.5%, -3%, 11%, -12%[38.3 µM], 0%, -7%[46.1 µM]
28	Cn1cc(CNCc2cn(C)nc2-c2ccc(C3CCCCC3)cc2)cn1
  5%[46 µM], 0.0%, -2%, 3%, -2%, -4%, -19%
29	Cc1nn(C(C)(C)C)c(OC(=O)C2CCCC2)c1S(=O)(=O)c1ccccc1
  14%, -2.2%, 5%, -3%, 7%[38.3 µM], -3%, u
30	COC(=O)[C@@]1(Cc2ccc(OC)cc2)[C@H]2c3cc(C(=O)N4CCCC4)n(Cc4nc5ccccc5[nH]4)c3C[C@H]2CN1C(=O)c1ccccc1
  x, 1.1%, -19%, 4%, 2%, -2%, x
31	Cc1cccc(NC(=S)N=Nc2c(O)n(C)c3ccc(S(=O)(=O)N4CCOCC4)cc23)c1
  u, 0.0%, -2%, 5%, -11%, 3%, -6%
32	O=C(c1ccc(-c2ccccc2)cc1)C1CCCN(Cc2ccncc2)C1 (configuration not stated)
  x, 0.0%, 1%, 8%, -7%, -2%, 20%
33	CC(C)c1nnc(SCC(=O)NCc2ccco2)n1C
  14%, 3.2%, 12%, 11%, 14%[38.3 µM], -1%, -5%[46.1 µM]
34	N#Cc1ccsc1NC(=O)COc1ccc(-c2nnco2)cc1
  u, 4.9%, 1%, 2%, 14%[38.3 µM], 5%, 13%[7.67 µM]
35	COc1ccc(/C=N/Nc2nonc2N)cc1
  u, -1.1%, -2%, 1%, -7%[38.3 µM], -5%, -3%[46.1 µM]
36	O=C(O)/C=C\c1ccccc1Oc1cccc(Cl)c1
  u, 0.1%, -2%, 2%, -2%, -1%, -12%
37	CC(C)Cn1c(=O)c(C(=O)Nc2cnccn2)c(O)c2ccccc21
  1%, 2.9%, -1%, 0%, 9%[38.3 µM], -6%, -4%[46.1 µM]
38	CO/N=C(\C(=O)N[C@@H]1C(=O)N2C(C(=O)O)=C(COC(C)=O)CS[C@@H]12)c1csc(N)n1
  10%, -1.4%[16.9 µM], 3%[21.7 µM], -6%[29.1 µM], 0%, 1%[17.1 µM], x
39	COc1cc(C(=O)Nc2ccc(S(=O)(=O)NC(C)(C)C)cc2)cc(OC)c1OC
  -6%, 0.0%, 0%, -8%, u, -1%, 8%[46.1 µM]
40	O=C(NCCc1ccccc1)Oc1ccc(Cl)cc1
  x, 1.1%, 4%, 6%, x, x, -3%[7.67 µM]

Compounds listed so far containing a furan ring, fused or not:
Results follow in this order: LMNA splice mod, Epigenetic reg, CBFb-RUNX1 inh, aGal spleen mod, IMPase Li cell, KinaseGlo FLuc, NPSR antagonist
5	Cc1cc(C)n(Cc2ccc(C(=O)O)o2)n1
  2%, -1.0%, 3%, 2%, -6%[38.3 µM], -1%, -1%[46.1 µM]
10	CC(=O)Nc1ccc(SCC(=O)OCC(=O)NC(=O)NCc2ccco2)cc1
  -9%, -1.1%, -2%, 4%, -1%[38.3 µM], 0%, -13%[46.1 µM]
11	Cc1occc1C(=O)NNC(=O)Nc1ccc([N+](=O)[O-])cc1
  x, 1.1%, 5%, -7%, -6%, 2%, 27%
19	Cc1cccc(NC(=O)NCC(c2ccco2)N2CCCCC2)c1 (configuration not stated)
  -7%[46 µM], -4.5%, -4%, -5%, 22%, 0%, -5%
21	COc1ccc(-c2nsc3c(N4CCN(C(=O)c5ccco5)CC4)ncnc23)cc1
  u, 0.0%, 5%, 1%, 19%[38.3 µM], 3%, -23%[46.1 µM]
22	O=C(NNC(=O)c1cc(-c2ccco2)nc2ccccc12)c1ccccc1
  x, 1.3%, -4%, 3%, x, x, -23%
25	O=C(NCc1ccco1)C(=O)NCC1OCCN1S(=O)(=O)c1cc(F)ccc1F (configuration not stated)
  x, -4.3%, -24%, 6%, x, x, 8%
33	CC(C)c1nnc(SCC(=O)NCc2ccco2)n1C
  14%, 3.2%, 12%, 11%, 14%[38.3 µM], -1%, -5%[46.1 µM]

The list goes on.
Results follow in this order: LMNA splice mod, Epigenetic reg, CBFb-RUNX1 inh, aGal spleen mod, IMPase Li cell, KinaseGlo FLuc, NPSR antagonist
41	Cn1nc([N+](=O)[O-])nc1N1CCN(c2ccc(F)cc2)CC1
  2%, -4.3%, 4%, -2%, 10%[38.3 µM], -5%, -2%[46.1 µM]
42	COC(=O)C1C(O)=C(C(C)=N)C(=O)CC1(C)C (configuration not stated)
  -3%, 1.3%, 10%, -12%, 0%[38.3 µM], 3%, 7%[46.1 µM]
43	N#CC1=C(N)c2ccccc2CC12CCCCC2
  -10%, 0.7%, 1%, 3%, -1%[38.3 µM], -5%, -11%[46.1 µM]
44	O=C(Oc1cccc(NC(=O)c2ccccc2Cl)c1)c1ccc([N+](=O)[O-])cc1
  14%[0.0737 µM], 0.5%, -3%, 1%, 11%[38.3 µM], 2%, -9%[46.1 µM]
45	Cc1ccc2nsnc2c1S(=O)(=O)NCCc1c(C)[nH]c2ccc(F)cc12
  1%, 2.4%, -14%, -5%, 37%[38.3 µM], -4%, -21%[46.1 µM]
46	COC1=C/C(=C/c2c(N)n3cc(C)sc3nc2=O)C=CC1=O
  14%, 13%, 5%, 1%, 1%, -1%, -23%
47	O=C(Nc1nc(-c2cccc([N+](=O)[O-])c2)cs1)C(c1ccccc1)c1ccccc1
  7%, 5.6%, u, -2%, 29%[38.3 µM], 2%, -7%[46.1 µM]
48	O=C(COC(=O)c1cncc(Br)c1)NCCC1=CCCCC1
  -3%, 0.9%, 3%, 9%, 3%, 0%, -3%[46.1 µM]
49	CCOc1cccc(C(=O)NC(=S)Nc2ccc3c(c2)OCCO3)c1
  x, 4.8%, -13%, 5%, 2%, -6%, -19%

Screening results (PubChem BioAssay)
